PfHsp90 set2 – growth inhibition of PfHsp90-expressing yeast, primary screen, antimalarial PfHsp90 inhibitor project, S. cerevisiae, BacTiter-Glo luminescence, single point, set 2. 310,000 compounds, 0.32% hits. inhibition, % at 9.4 µM. BacTiter-Glo ATP, 48 h; yeast lacking PDR1 and PDR3 efflux regulators;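 active = every replicate shows inhibition above about 80%, whatever the replicate mean, limit read from the data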;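 also: 0% = DMSO neutral controls and 100% = 20 µM radicicol positive controls; yeast relying on Plasmodium falciparum Hsp90 in place of its own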
MOR-DOR inv ag – inverse agonists of MOR-DOR heterodimerization, primary screen, cell-based, luminescence; Mu-type opioid receptor (Homo sapiens) + Delta-type opioid receptor (Homo sapiens), …; cell-based MOR-DOR heterodimer luminescence, inverse agonism; inhibition, % at 9.3 µM; 340,000 compounds, 0.21% hits; in the data active = inhibition above about 22%, passing the limit was not always enough;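 also: 0% = cells with DMSO and 100% = wells without cells with DMSO; values of inactives mirror those of a sister screen read the other way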
Target sequence (P35372 whole entry, looked up): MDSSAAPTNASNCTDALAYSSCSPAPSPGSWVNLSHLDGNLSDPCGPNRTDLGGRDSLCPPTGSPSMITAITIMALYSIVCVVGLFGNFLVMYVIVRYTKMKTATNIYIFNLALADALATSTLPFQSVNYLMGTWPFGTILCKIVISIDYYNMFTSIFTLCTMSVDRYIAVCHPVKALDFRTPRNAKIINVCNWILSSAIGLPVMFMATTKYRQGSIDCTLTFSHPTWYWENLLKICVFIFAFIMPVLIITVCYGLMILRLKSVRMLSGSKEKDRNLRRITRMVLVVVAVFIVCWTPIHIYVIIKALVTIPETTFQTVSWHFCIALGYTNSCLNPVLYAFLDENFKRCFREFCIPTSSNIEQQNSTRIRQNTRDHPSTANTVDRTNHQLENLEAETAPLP
Target sequence (P41143 whole entry, looked up): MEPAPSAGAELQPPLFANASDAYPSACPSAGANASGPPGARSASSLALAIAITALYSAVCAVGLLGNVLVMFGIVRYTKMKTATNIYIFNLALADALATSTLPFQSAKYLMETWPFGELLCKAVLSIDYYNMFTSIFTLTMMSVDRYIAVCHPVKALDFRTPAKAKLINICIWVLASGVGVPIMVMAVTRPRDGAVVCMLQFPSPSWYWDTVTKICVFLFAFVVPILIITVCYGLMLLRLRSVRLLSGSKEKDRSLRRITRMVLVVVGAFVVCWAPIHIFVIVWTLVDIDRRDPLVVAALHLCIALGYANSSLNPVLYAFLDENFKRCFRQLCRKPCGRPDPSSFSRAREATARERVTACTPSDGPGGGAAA
AddAB inh – growth inhibition of E. coli expressing H. pylori AddAB, primary screen, AddAB inhibitor project, absorbance. inhibition, % at 11.9 µM. 330,000 compounds, 0.29% hits. AID 435030, 2010; in the data active = inhibition above about 12%;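 also: 0% = vehicle wells of infected cells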
HTR5A inv ctr – HTR5A inverse agonists in luminescence cell assay, primary screen, counter-screen for OPRM1-OPRD1 heterodimer inverse agonist project, full-deck HTS; 5-hydroxytryptamine receptor 5A (Homo sapiens), P47898; HTR5A cell line, inverse agonism; inhibition, % at 9.3 µM; 340,000 compounds, 0.083% hits; AID 504634, 2011; in the data active = inhibition mostly above about 23%, no sharp cut-off; inactive = mostly below about 18%;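 also: 0% = cells with DMSO and 100% = no-cell wells with DMSO; some compounds called inactive have numbers as strong as hits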
Mot1-301 SUMO – yeast Mot1-301 growth rescue at high temperature, primary screen, SUMOylation pathway inhibitor project, S. cerevisiae, ATP luminescence, 38.5C; S. cerevisiae Mot1-301 growth rescue; percent above DMSO median, 100 means doubled; growth rescue, % at 18.8 µM; 320,000 compounds, 1% hits; AID 2716, 2010;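 active = every valid replicate shows activation above 250% relative to neutral control wells; inactive = the rest, any valid replicate at or below 250%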;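 also: OY570 slx delta 5 strain wells were the positive control but not used for scaling; some compounds called inactive have numbers as strong as hits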
PKA-R1A activ – activators of PKA-R1A holoenzyme, primary screen, biochemical, fluorescence polarization, Cy5-IP20, bovine R1A, mouse PKAc. AID 504707, 2011. 340,000 compounds, 0.083% hits. activation, % at 11.4 µM. PKA-R1A dissociation; scaled: DMSO 0%, 113 µM cGMP 100%. cAMP-dependent protein kinase type I-alpha regulatory subunit (Bos taurus) + …;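 active = percent activation above the mean of all tested compounds plus 3 SD, cut at about 19% in these data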;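 also: higher means more PKAc released from R1A so a rise in polarization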
OPRM1-OPRD1 ag – agonists of OPRM1-OPRD1 heterodimerization, primary screen, cell-based, luminescence; activation, % at 9.3 µM; cells; 340,000 compounds, 0.3% hits; in the data active = activation above about 18%;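 also: 0% = vehicle-treated cells and 100% = reference agonist; values of inactives mirror those of a sister screen read the other way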
phage Ecoli inh – growth loss of phage-infected E. coli, primary screen, RecBCD inhibitor project, absorbance, with phage, HTS; inhibition, % at 11.9 µM; 360,000 compounds, 0.26% hits; in the data active = inhibition above about 11%
DSG3 Ab inh – inhibitors of pemphigus antibody binding to DSG3, primary screen, biochemical, bead-based, flow cytometry, scFv-GFP | 310,000 compounds, 0.48% hits | DSG3-coupled beads, scFv-anti-DSG3-GFP binding; stronger effect = lower value | binding (percent of control), % at 10 µM;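 active = binding more than 3 SD below its plate's average and above zero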; also: some compounds called inactive have numbers as strong as hits
E coli growth – E. coli V3065 growth inhibition, primary screen, counter-screen for AddAB inhibitor project, absorbance, OD600; AID 449728, 2010; 18 h; inhibition, % at 11.9 µM; 330,000 compounds, 0.27% hits;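 active = inhibition above the campaign's mean inhibition across all tested compounds plus 3 SD, cut at about 9.9% in these data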;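 also: uninfected addAB+ strain grown without phage in ampicillin broth; 0% = DMSO wells and 100% = ciprofloxacin 0.95 µg/ml wells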
HTR5A ag – HTR5A agonists in luminescence cell assay, primary screen, counter-screen for OPRM1-OPRD1 heterodimer agonist project, full-deck HTS; 5-hydroxytryptamine receptor 5A (Homo sapiens), P47898; activation, % at 9.3 µM; 340,000 compounds, 0.61% hits; cell-based; AID 504692, 2011; in the data active = activation mostly above about 9.5%, no sharp cut-off; inactive = mostly below about 7.6%;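 also: 0% = cells with vehicle only and 100% = reference agonist; strong numbers were not always called active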
* hit, by the source's call.

CC(C)Oc1ccc(S(=O)(=O)N2CCOCC2)cc1NC(=O)CC1OC(=O)c2ccccc21 (stereo unspecified) was read as PfHsp90 set2 -6, MOR-DOR inv ag 8, AddAB inh 2.7, HTR5A inv ctr -4, Mot1-301 SUMO 3, PKA-R1A activ 1, OPRM1-OPRD1 ag -1.4, phage Ecoli inh 1.0, DSG3 Ab inh 119, E coli growth 0.2 and HTR5A ag 1.
O=C1CN(C(=O)COC(=O)COc2ccccc2)c2ccccc2N1 was read as MOR-DOR inv ag 11, AddAB inh 3.4, HTR5A inv ctr 3, Mot1-301 SUMO -1, PKA-R1A activ 5, OPRM1-OPRD1 ag -2.8, phage Ecoli inh -0.1, DSG3 Ab inh 102, E coli growth 3.3 and HTR5A ag 4.
O=C(NC(Cc1ccccc1)C(=O)O)/C(=C/c1ccccc1)NC(=O)c1ccccc1 (stereo unspecified) was read as PfHsp90 set2 -15, MOR-DOR inv ag 20, AddAB inh 1.6, HTR5A inv ctr 6, Mot1-301 SUMO 18, PKA-R1A activ 4, OPRM1-OPRD1 ag -3.4, phage Ecoli inh 0.7, DSG3 Ab inh 104, E coli growth 0.7 and HTR5A ag -2.
Screening Cc1noc(NS(=O)(=O)c2ccc(N/C=C/C(=O)c3ccc4c(c3)OCO4)cc2)c1C returned PfHsp90 set2 -11, MOR-DOR inv ag 9, AddAB inh 8.7, HTR5A inv ctr -3, Mot1-301 SUMO 178, PKA-R1A activ -7, OPRM1-OPRD1 ag -1.6, phage Ecoli inh 3.7, DSG3 Ab inh 103, E coli growth 4.9 and HTR5A ag 8.
For COc1ccccc1NC(=O)Cc1cccs1 the results were PfHsp90 set2 -4, MOR-DOR inv ag 3, AddAB inh 4.0, HTR5A inv ctr 19, Mot1-301 SUMO 16, PKA-R1A activ 5, OPRM1-OPRD1 ag -0.5, phage Ecoli inh 0.3, E coli growth -0.5 and HTR5A ag -1.
Screening COCCCn1c(SC(C)C(=O)Nc2c(C)n(C)n(-c3ccccc3)c2=O)n[nH]c1=O (stereo unspecified) returned MOR-DOR inv ag 9, HTR5A inv ctr 14, PKA-R1A activ -3, OPRM1-OPRD1 ag -1.4, phage Ecoli inh 1.9, DSG3 Ab inh 100 and HTR5A ag 4.
`CCCN1CCN(CCCNC(=O)c2ccc3nc(N4CCCCC4)sc3c2)CC1` gave PfHsp90 set2 13, MOR-DOR inv ag 6, AddAB inh -0.1, HTR5A inv ctr -30, Mot1-301 SUMO -9, PKA-R1A activ -9, OPRM1-OPRD1 ag -1.0, phage Ecoli inh 3.3, DSG3 Ab inh 103, E coli growth -0.1 and HTR5A ag 10.
N/C(=N\OC(=O)/C=C/c1ccccc1Cl)c1ccncc1 was read as PfHsp90 set2 -22, MOR-DOR inv ag -13, AddAB inh 2.4, HTR5A inv ctr -6, Mot1-301 SUMO 4, PKA-R1A activ -7, OPRM1-OPRD1 ag 2.5, phage Ecoli inh 3.8, DSG3 Ab inh 96, E coli growth 2.6 and HTR5A ag 9.
Screening CCOC(=O)C1=NNC(C(=O)c2ccc(OC)cc2)C1c1ccccc1 (stereo unspecified) returned PfHsp90 set2 26, MOR-DOR inv ag 22, AddAB inh 2.5, HTR5A inv ctr 1, Mot1-301 SUMO -17, PKA-R1A activ 20*, OPRM1-OPRD1 ag -4.3, phage Ecoli inh -0.7, DSG3 Ab inh 96, E coli growth 2.4 and HTR5A ag 0.
C[C@H](CO)N1C[C@H](C)[C@@H](CN(C)S(=O)(=O)c2ccccc2)Oc2c(NS(=O)(=O)c3cccs3)cccc2C1=O was read as PfHsp90 set2 15, MOR-DOR inv ag 6, AddAB inh -0.4, HTR5A inv ctr -6, Mot1-301 SUMO -3, PKA-R1A activ -1, OPRM1-OPRD1 ag -1.0, phage Ecoli inh 2.0, DSG3 Ab inh 98, E coli growth -1.0 and HTR5A ag -3.
Screening Cc1nc2ccc(NC(=O)c3cc(Cl)ccn3)cc2s1 returned PfHsp90 set2 13, MOR-DOR inv ag -12, AddAB inh 3.9, HTR5A inv ctr -40, Mot1-301 SUMO 13, PKA-R1A activ 3, OPRM1-OPRD1 ag 2.3, phage Ecoli inh 4.9, DSG3 Ab inh 119, E coli growth -2.8 and HTR5A ag 15.
CN(CC(=O)Nc1ccc(F)c(F)c1F)C(=O)/C=C/c1ccco1 was read as PfHsp90 set2 0, MOR-DOR inv ag 11, AddAB inh 2.4, HTR5A inv ctr -8, Mot1-301 SUMO 19, PKA-R1A activ 5, OPRM1-OPRD1 ag -2.3, phage Ecoli inh 0.7, E coli growth -1.1 and HTR5A ag 2.
For O=C(O)c1ccc(/C=C2/SC(=S)N(Cc3ccccc3)C2=O)cc1 the results were PfHsp90 set2 -42, MOR-DOR inv ag 7, HTR5A inv ctr -16, Mot1-301 SUMO 218, PKA-R1A activ -12, OPRM1-OPRD1 ag -1.5, phage Ecoli inh -0.8, DSG3 Ab inh 115 and HTR5A ag 4.
Screening CC(Sc1nnc(Cc2cccs2)n1C1CCCCC1)C(=O)NCc1ccco1 (stereo unspecified) returned PfHsp90 set2 0, MOR-DOR inv ag 5, AddAB inh -1.6, HTR5A inv ctr -21, Mot1-301 SUMO -2, PKA-R1A activ -2, OPRM1-OPRD1 ag -0.9, phage Ecoli inh 1.9, DSG3 Ab inh 108, E coli growth 0.1 and HTR5A ag -2.
Cc1ccc2cc(CN(CC3CCCO3)C(=O)c3cccs3)c(=O)[nH]c2c1 (stereo unspecified) was read as PfHsp90 set2 1, MOR-DOR inv ag 5, AddAB inh 3.5, HTR5A inv ctr -4, Mot1-301 SUMO 3, PKA-R1A activ -7, OPRM1-OPRD1 ag -0.6, phage Ecoli inh 2.2, E coli growth -1.6 and HTR5A ag 4.
Screening N#C/C(=C\c1cn[nH]c1-c1ccc(Cl)cc1)C(=O)NC1CC1 returned PfHsp90 set2 -10, MOR-DOR inv ag 4, AddAB inh -1.3, HTR5A inv ctr -11, Mot1-301 SUMO -1, PKA-R1A activ -14, OPRM1-OPRD1 ag -0.7, DSG3 Ab inh 106, E coli growth -1.6 and HTR5A ag 4.
Screening CC(C)(C)n1nc2c(c1NC(=O)c1cccs1)CS(=O)C2 (stereo unspecified) returned PfHsp90 set2 21, MOR-DOR inv ag 4, AddAB inh 1.3, HTR5A inv ctr -18, Mot1-301 SUMO -19, PKA-R1A activ -2, OPRM1-OPRD1 ag -0.7, phage Ecoli inh 1.8, DSG3 Ab inh 110, E coli growth -0.6 and HTR5A ag 1.
For CCN(c1ccc(NC(=O)CSc2nnc3nc(C)cc(C)n23)cc1)C(C)C the results were MOR-DOR inv ag 13, AddAB inh 1.6, HTR5A inv ctr -6, Mot1-301 SUMO -8, PKA-R1A activ 14, OPRM1-OPRD1 ag -2.9, phage Ecoli inh -1.7, DSG3 Ab inh 100, E coli growth -1.3 and HTR5A ag 1.
Screening Nc1nc(-c2cccnc2)nn1C(=O)COc1ccccc1 returned MOR-DOR inv ag 16, AddAB inh 5.6, HTR5A inv ctr 2, Mot1-301 SUMO -18, PKA-R1A activ -15, OPRM1-OPRD1 ag -3.4, phage Ecoli inh 2.0, DSG3 Ab inh 100, E coli growth 1.2 and HTR5A ag 2.
Cc1cc(NC(=O)CN2C(=O)NC(CC(C)C)C2=O)no1 (stereo unspecified) was read as PfHsp90 set2 -2, MOR-DOR inv ag -4, AddAB inh 1.7, HTR5A inv ctr 3, Mot1-301 SUMO -12, PKA-R1A activ -2, OPRM1-OPRD1 ag 0.9, phage Ecoli inh 0.4, DSG3 Ab inh 100, E coli growth 1.7 and HTR5A ag -1.

At a glance, part of the list above:
Screening Nc1nc(-c2cccnc2)nn1C(=O)COc1ccccc1 returned MOR-DOR inv ag 16, AddAB inh 5.6, HTR5A inv ctr 2, Mot1-301 SUMO -18, PKA-R1A activ -15, OPRM1-OPRD1 ag -3.4, phage Ecoli inh 2.0, DSG3 Ab inh 100, E coli growth 1.2 and HTR5A ag 2.
Cc1cc(NC(=O)CN2C(=O)NC(CC(C)C)C2=O)no1 (stereo unspecified) was read as PfHsp90 set2 -2, MOR-DOR inv ag -4, AddAB inh 1.7, HTR5A inv ctr 3, Mot1-301 SUMO -12, PKA-R1A activ -2, OPRM1-OPRD1 ag 0.9, phage Ecoli inh 0.4, DSG3 Ab inh 100, E coli growth 1.7 and HTR5A ag -1.

More compounds follow:
O=C(CS(=O)(=O)Cc1ccccc1)Nc1ncccn1 was read as PfHsp90 set2 20, MOR-DOR inv ag -5, AddAB inh 0.7, HTR5A inv ctr 20, Mot1-301 SUMO -11, PKA-R1A activ -3, OPRM1-OPRD1 ag 0.8, phage Ecoli inh 1.3, DSG3 Ab inh 94, E coli growth -0.2 and HTR5A ag -1.
`COc1cc(S(=O)(=O)N(C)C)ccc1F` gave MOR-DOR inv ag 17, AddAB inh 1.8, HTR5A inv ctr -6, Mot1-301 SUMO 15, PKA-R1A activ -2, OPRM1-OPRD1 ag -3.5, phage Ecoli inh 3.1, DSG3 Ab inh 86, E coli growth -0.2 and HTR5A ag 2.
For CC(=O)c1ccc(N2CCN(C(=O)c3ccc(OCc4c(C)noc4C)cc3)CC2)cc1 the results were PfHsp90 set2 -6, MOR-DOR inv ag -4, AddAB inh 2.6, HTR5A inv ctr 14, Mot1-301 SUMO 13, PKA-R1A activ 3, OPRM1-OPRD1 ag 0.6, phage Ecoli inh 1.9, DSG3 Ab inh 104, E coli growth -4.0 and HTR5A ag 2.
`CCOc1ccc(NC(=S)Nc2cc(-c3ccccc3)[nH]n2)cc1` gave PfHsp90 set2 5, MOR-DOR inv ag 3, AddAB inh 2.8, HTR5A inv ctr -18, Mot1-301 SUMO 11, PKA-R1A activ -26, OPRM1-OPRD1 ag -0.6, phage Ecoli inh 4.6, DSG3 Ab inh 110, E coli growth -0.1 and HTR5A ag 0.
Screening CCCC(OC(=O)CN1C(=O)COc2ccccc21)C(=O)NC1CCCC1 (stereo unspecified) returned MOR-DOR inv ag 11, AddAB inh -0.2, HTR5A inv ctr 17, Mot1-301 SUMO 75, PKA-R1A activ -6, OPRM1-OPRD1 ag -2.0, DSG3 Ab inh 98, E coli growth 2.3 and HTR5A ag -1.
For CCOC(Cn1cc(C)c(=O)[nH]c1=O)OCC the results were MOR-DOR inv ag 5, AddAB inh 2.2, HTR5A inv ctr -3, Mot1-301 SUMO 72, PKA-R1A activ -7, OPRM1-OPRD1 ag -1.0, phage Ecoli inh -3.4, DSG3 Ab inh 118, E coli growth 1.3 and HTR5A ag 1.

From PubChem BioAssay
